BAP1 inh: human BAP1 deubiquitinase inhibition | recombinant BAP1, Ub-AMC hydrolysis fluorescence kinetic; active compounds read low | activity remaining (% of control), % at 20 µM | 72,000 compounds, 0.48% hits | AID 436;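 active means activity remaining at or below 50% of control, provided the compound also passes the data quality filters; inactive means the rest, including low values that fail the filters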;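 further: 100% = DMSO wells rate and 0% = substrate alone blank rate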
Target sequence (Q92560 whole entry, looked up): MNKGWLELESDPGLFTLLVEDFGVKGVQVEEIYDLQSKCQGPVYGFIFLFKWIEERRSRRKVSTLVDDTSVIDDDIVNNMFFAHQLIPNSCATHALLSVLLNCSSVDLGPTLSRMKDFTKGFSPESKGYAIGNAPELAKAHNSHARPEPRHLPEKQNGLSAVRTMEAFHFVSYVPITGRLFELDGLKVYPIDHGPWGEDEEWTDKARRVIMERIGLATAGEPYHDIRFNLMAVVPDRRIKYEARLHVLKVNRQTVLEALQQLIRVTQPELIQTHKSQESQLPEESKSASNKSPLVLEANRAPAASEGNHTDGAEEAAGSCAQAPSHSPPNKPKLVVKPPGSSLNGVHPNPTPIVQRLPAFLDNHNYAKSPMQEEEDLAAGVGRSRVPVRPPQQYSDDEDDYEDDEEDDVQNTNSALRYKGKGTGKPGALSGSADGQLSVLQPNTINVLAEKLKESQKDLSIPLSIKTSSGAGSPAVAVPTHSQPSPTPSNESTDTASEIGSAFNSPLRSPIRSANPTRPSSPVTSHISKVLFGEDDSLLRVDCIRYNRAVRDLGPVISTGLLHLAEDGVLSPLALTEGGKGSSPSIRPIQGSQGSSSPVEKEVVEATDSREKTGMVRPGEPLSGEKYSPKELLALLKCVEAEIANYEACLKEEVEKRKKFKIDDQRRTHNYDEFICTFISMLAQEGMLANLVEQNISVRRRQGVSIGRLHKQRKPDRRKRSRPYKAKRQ
HePTP inh: blocks human HePTP tyrosine phosphatase; P35236; 110,000 compounds, 0.64% hits; recombinant HePTP phosphatase activity, OD absorbance; inhibition, % at 20 µM; in the data active means inhibition above about 50%;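 further: plate controls were vehicle for no effect and reference inhibitor for full effect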
Target sequence (P35236 whole entry, looked up): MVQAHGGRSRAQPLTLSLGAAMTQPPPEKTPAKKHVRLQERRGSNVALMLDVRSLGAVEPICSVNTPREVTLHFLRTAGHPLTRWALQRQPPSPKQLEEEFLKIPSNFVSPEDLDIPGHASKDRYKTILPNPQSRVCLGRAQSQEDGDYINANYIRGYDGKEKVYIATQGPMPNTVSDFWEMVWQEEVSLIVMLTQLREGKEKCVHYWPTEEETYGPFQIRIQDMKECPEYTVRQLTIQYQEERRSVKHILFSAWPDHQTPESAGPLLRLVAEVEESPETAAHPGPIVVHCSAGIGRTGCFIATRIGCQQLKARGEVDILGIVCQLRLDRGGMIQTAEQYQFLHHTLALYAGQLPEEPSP
* marks the source's active call; other numbers are inactive results; i = inactive; · = not tested or not shown; & = joins results of further samples.

Each structure is followed by: BAP1 inh	HePTP inh
> CCOC(=O)CC(=O)Nc1ccccc1C(=O)OCC
    ·	8
> Cc1nnc(SCCN2CCOCC2)n1C
    101	8
> O=C(NC(=Nc1ccccc1)N1CCOCC1)Nc1ccccc1
    118	14
> CCOC(=O)c1cc2ccc(O)cc2oc1=O
    i	4
> COc1ccc2c(c1)S/C(=C\C(=O)c1ccncc1)N2C
    74	-6
> O=C1C(=O)N(CCO)C(c2cccc(F)c2)/C1=C(\O)c1ccccc1 (stereo unspecified)
    ·	0
> CCCSc1cccc(C#N)c1C#N
    57	·
> COc1ccc(-n2c(-c3ccco3)n[nH]c2=S)cc1
    95	7
> Cc1ccc(C)c2[nH]c(=O)c(CCNC(=O)c3cc4ccccc4o3)cc12
    83	4
> CCC1(C)Cc2c(sc3nc(SCC(=O)O)n(-c4ccccc4)c(=O)c23)CO1 (stereo unspecified)
    67	·
> c1ccc2c(c1)CNc1ccccc1C2
    104	-1
> COc1ccccc1OCC(O)Cn1c(Br)nc2c1c(=O)[nH]c(=O)n2C (stereo unspecified)
    97	2
> O=S(=O)(Nc1cccc(I)c1)c1ccccc1
    ·	-6
> CCOc1ccccc1C1CC(=O)Nc2cc3c(cc21)OCO3 (stereo unspecified)
    108	6
> CCN1CCN(P2(=O)C=C(c3ccccc3)OC(c3ccccc3)=C2)CC1
    99	-5
> Cc1ccc2c(c1)NC(c1ccc(F)cc1)C1=C(CC(C)(C)CC1=O)N2 (stereo unspecified)
    ·	10
> O=C1NC(=O)C(CC(=O)N(Cc2ccco2)C2(C(=O)NC3CCCCC3)CCCCC2)N1 (stereo unspecified)
    ·	-11
> O=C(NNC(=O)c1ccco1)C(=O)N1CCCC1
    ·	9
> Cc1cc2ncn(C(=O)c3c(-c4ccccc4Cl)noc3C)c2cc1C
    91	-4
> COCCn1nnnc1C(C(C)C)N1CCN(C(=O)c2ccco2)CC1 (stereo unspecified)
    79	-10
> COc1ccc2cnn(CCOc3ccccc3)c(=O)c2c1OC
    60	11
> COc1ccc(CC(=O)Nc2ccc(-c3noc(-c4cc(OC)c(OC)c(OC)c4)n3)cc2)cc1
    81	10
> O=C(Nc1cccc(Cl)c1Cl)C1CN(S(=O)(=O)c2ccccc2)CCN1S(=O)(=O)c1ccccc1 (stereo unspecified)
    ·	-1
> Cn1c(=O)n(CCC(=O)O)c2ccccc21
    64	7
> Cc1ccnc2nc(C(=O)OCCOc3ccccc3)nn12
    94	2
> Cc1ccc2nc(NCc3ccccc3)[nH]c2c1
    93	3
> N#CC1=C(N)NC(SCC(=O)Nc2ccccc2)=C(C#N)C12CCCC2
    ·	-1
> O=C(CN(Cc1ccccc1Cl)C(=O)c1ccc(CN2CCOCC2)o1)NCc1ccccc1
    98	3
> NC(=O)C1(N2CCCCC2)CCN(C(=O)CCCn2c(=O)[nH]c3ccsc3c2=O)CC1
    106	5
> CCC(C)C(NS(=O)(=O)c1ccc(C)cc1)C(=O)NCCN1CCOCC1 (stereo unspecified)
    109	-11
> COc1ccc2c(C(=O)CN(C)C3CCCCC3)c[nH]c2c1
    61	13
> CCn1c2ccccc2c2cc(CN3CCN(C(=O)c4cc(OC)c(OC)c(OC)c4)CC3)ccc21
    ·	4
> CCOc1ccc(NC(=O)CCN2CCCCC2)cc1
    88	4
> O=C(Nc1cccc2ccccc12)c1cnccn1
    86	10&11
> CC12CN3CCN(CC(C3)C1(O)CN1CCCCC1)C2 (stereo unspecified)
    106	13
> CCCCn1c(SCC(=O)Nc2ccc(OC)cc2)nc2ccc(N3CCOCC3)cc2c1=O
    68	5
> C(=C(\c1ccccc1)c1nc2ccccc2[nH]1)/c1ccccc1
    ·	-8
> C=C(C)C1CCC(C)=C1COC(=O)Nc1ccccc1 (stereo unspecified)
    80	8
> CC(=O)N1CN(Cc2ccccn2)Cc2c1sc1c2CCCC1
    129	4
> CN=C1c2c(-c3ccccc3)c3cc(OC)ccc3n2CCN1C
    113	4
> Cc1ccc(S(=O)(=O)N(CCC#N)C2CCCCC2)c2nsnc12
    ·	5
> Oc1ccc(C2Nc3ccc4ccccc4c3C3C=CCC32)cc1 (stereo unspecified)
    ·	7
> CSc1ccc(C2Nc3ccccc3NC3=C2C(=O)CC(C)(C)C3)cc1 (stereo unspecified)
    89	4
> CCOC(=O)c1sc(Nc2ccc(Br)cc2)nc1-c1ccccc1
    ·	-3
> Cc1ccc(Cl)cc1N1CCN(C(=O)CCS(=O)(=O)c2cccc3nonc23)CC1
    ·	3
> O=C(NCCN1CCOCC1)c1cc2ccccc2[nH]1
    ·	-10
> CCOC(=O)COc1ccc(/C=C2\SC(=Nc3cccc(Cl)c3C)NC2=O)cc1OCC
    ·	-2
> NNc1nc2sc3c(c2c(=O)n1Cc1ccccc1)CCC3
    ·	12
> COc1cc2nc(NC(=O)c3ccc(Cl)cc3)[nH]c(=O)c2cc1OC
    100	3
> CCCCC(OC(=O)c1cc2occc2n1C)C(=O)NCC1CCCO1 (stereo unspecified)
    106	4

Additional entries.
Each structure is followed by: BAP1 inh	HePTP inh
> Cc1ccc2oc(-c3cccc(NC(=O)c4ccccc4F)c3C)nc2c1
    163	·
> O=C(Nc1ccc(Cl)c(Cl)c1)N1CCC(N2CCCCC2)CC1
    95	8
> CCOC(=O)c1cnc(SCC(=O)NCc2ccco2)nc1N
    79	6
> CCCCSc1nnc2c(n1)OC(c1ccc(OCC)cc1)Nc1ccccc1-2 (stereo unspecified)
    109	·
> Cc1cc(C)cc(N2CCCn3c2nc2c3c(=O)n(CCN3CCOCC3)c(=O)n2C)c1
    140	11
> COc1c(Cl)cc(C(=O)Nc2ccc(Cl)c(-c3nc4ccccc4o3)c2)cc1Cl
    ·	-2
> CCN1C(=O)CSC1=Nc1ccc(Cl)c(Cl)c1
    ·	10
> COCCNC(=O)CN(C(=O)CCC(=O)Nc1cc(C)on1)c1cccc(C)c1C
    96	11
> O=C(COc1ccccc1[N+](=O)[O-])Nc1cccnc1
    ·	-5
> CCOC(=O)c1c(NC(=O)c2cc3n(n2)C(C(F)(F)F)CC(c2ccco2)N3)sc(C)c1C (stereo unspecified)
    ·	-9

16 entries out of the list, sorted by length of the SMILES, smallest number first.
Each structure is followed by: BAP1 inh	HePTP inh
> CCN1C(=O)CSC1=Nc1ccc(Cl)c(Cl)c1
    ·	10
> O=C(NCCN1CCOCC1)c1cc2ccccc2[nH]1
    ·	-10
> CCOC(=O)c1cnc(SCC(=O)NCc2ccco2)nc1N
    79	6
> O=C(COc1ccccc1[N+](=O)[O-])Nc1cccnc1
    ·	-5
> Oc1ccc(C2Nc3ccc4ccccc4c3C3C=CCC32)cc1 (stereo unspecified)
    ·	7
> CCOC(=O)c1sc(Nc2ccc(Br)cc2)nc1-c1ccccc1
    ·	-3
> CCCCC(OC(=O)c1cc2occc2n1C)C(=O)NCC1CCCO1 (stereo unspecified)
    106	4
> Cc1ccc(S(=O)(=O)N(CCC#N)C2CCCCC2)c2nsnc12
    ·	5
> Cc1ccc2oc(-c3cccc(NC(=O)c4ccccc4F)c3C)nc2c1
    163	·
> CCCCSc1nnc2c(n1)OC(c1ccc(OCC)cc1)Nc1ccccc1-2 (stereo unspecified)
    109	·
> COc1cc2nc(NC(=O)c3ccc(Cl)cc3)[nH]c(=O)c2cc1OC
    100	3
> COCCNC(=O)CN(C(=O)CCC(=O)Nc1cc(C)on1)c1cccc(C)c1C
    96	11
> COc1c(Cl)cc(C(=O)Nc2ccc(Cl)c(-c3nc4ccccc4o3)c2)cc1Cl
    ·	-2
> CCOC(=O)COc1ccc(/C=C2\SC(=Nc3cccc(Cl)c3C)NC2=O)cc1OCC
    ·	-2
> Cc1cc(C)cc(N2CCCn3c2nc2c3c(=O)n(CCN3CCOCC3)c(=O)n2C)c1
    140	11
> CCOC(=O)c1c(NC(=O)c2cc3n(n2)C(C(F)(F)F)CC(c2ccco2)N3)sc(C)c1C (stereo unspecified)
    ·	-9

Further entries.
Each structure is followed by: BAP1 inh	HePTP inh
> Cc1c(NC2=C(Cl)C(=O)N(c3ccccc3)C2=O)c(=O)n(-c2ccccc2)n1C
    97	7
> Cc1cc(NS(=O)(=O)c2ccc(NC(=O)COc3ccc(Cl)cc3)cc2)no1
    79	8
> O=C(CN(C1CCCCC1)S(=O)(=O)c1ccc(Cl)cc1)NCCCO
    91	5
> CCOP(=O)(OCC)C(NC(=O)c1ccco1)C(=O)c1ccc(C)cc1 (stereo unspecified)
    ·	5
> CCn1cc(S(=O)(=O)CC(=O)Nc2ccc3c(c2)OCCO3)c2ccccc21
    ·	-4
> COc1ccc(-c2cc(=O)oc3cc(O)ccc23)cc1
    ·	2
> Cc1cccc(N2C(=O)c3ccc(-c4nc5ccccc5c(=O)o4)cc3C2=O)c1
    ·	-18
> O=C(N/N=C/c1ccccc1Cl)c1ccc(Cl)cc1O
    ·	6
> CCOc1ccc(N(CC(=O)N2CCOCC2)S(=O)(=O)c2ccccc2)cc1
    ·	0
> CCOC(=O)CCCN1C(=O)S/C(=C/c2ccccc2)C1=S
    ·	3
> CCN=C(NCC)SC1CC(=O)N(C)C1=O (stereo unspecified)
    ·	10
> COC(C)(C)[C@]12CC(O)(C(C)C)ON1[C@H]1CCCCC1N2O (stereo partly specified)
    108	-1
> O=C1CC(c2ccccc2)n2ncnc2N1 (stereo unspecified)
    68	2
> O=C(CSc1nnc(-c2ccc(OC(F)F)cc2)o1)NC(=O)NCc1ccco1
    52	16
> CC(C)COc1ccc(C(=O)CCN2CCCCC2)cc1
    104	10
> Cc1ccc(C(=O)Nc2cccc(-c3nc4ccccc4s3)c2C)cc1C
    ·	-6
> CCCCn1c(NCCC)nc2c1c(=O)[nH]c(=O)n2C
    110	6
> COc1ccc(NC(=O)CSc2nnc(COc3ccccc3)n2Cc2ccco2)cc1OC
    99	5
> O=C(O)c1cccc2c1NC(c1ccccc1Br)C1CC=CC21 (stereo unspecified)
    ·	29
> COc1ccc(NC(=O)Nc2ccccc2I)cc1OC
    ·	-1
> Cc1ccnc(NC(=S)NC(=O)c2ccco2)c1
    ·	6
> CCC(C)N1CC23C=CC(O2)C(C(=O)OC)C3C1=O (stereo unspecified)
    101	2
> O=S(=O)(O)c1nc2ccccc2n1-c1ccccc1
    ·	-4
> COc1ccc(-c2nnc(SC3CCOC3=O)n2C2CCCCC2)cc1OC (stereo unspecified)
    101	4
> COc1ccc(NC(=O)C2CCCN2C(=O)NCc2ccccc2)c(OC)c1 (stereo unspecified)
    104	-6
> O=c1n(Cc2ccccc2Cl)c2cc(N3CCOCC3)c([N+](=O)[O-])cc2n1Cc1ccccc1Cl
    ·	-6
> Cc1ccc(-n2nc3c(c2NC(=O)c2ccccc2F)CSC3)cc1
    153	·
> O=C(NCCNC(=O)c1ccccc1Br)c1ccccc1Br
    93	·
> Fc1ccc2nc(Nc3nc4c(s3)CCCC4)sc2c1
    44*	4
> CCn1c(-c2ccccc2O)n[nH]c1=S
    98	8

Compound profiles, as listed above. Screens in order: BAP1 inh | HePTP inh
O=C(NCCNC(=O)c1ccccc1Br)c1ccccc1Br in the list: 93 | ·
COc1ccc(-c2nnc(SC3CCOC3=O)n2C2CCCCC2)cc1OC (stereo unspecified) in the list: 101 | 4

Going on with the list.
Each structure is followed by: BAP1 inh	HePTP inh
> COc1ccc(S(=O)(=O)NC(CC(=O)NCCc2ccc(OC)c(OC)c2)c2ccco2)cc1 (stereo unspecified)
    103	-4
> CCOC(=O)c1ccc(NC(=O)CSc2nc(SC)ns2)cc1
    59	10
> COC(=O)c1cc(NC(=O)CSc2nnc(CN3CCOCC3)n2C)ccc1Cl
    ·	4
> COC(=O)c1cc2ccsc2n1Cc1cc(=O)n2ccccc2n1
    89	10
> Cc1c(C2c3ccccc3Oc3ccccc32)c(=O)n(-c2ccccc2)n1C
    112	·
> CC(C)(C)C(=O)Nc1ccccc1N1CCN(C(=O)c2ccc(Cl)cc2)CC1
    111	2
> O=C(Nc1c(F)cc(F)cc1Br)c1nc2nc(-c3ccccc3)cc(C(F)(F)F)n2n1
    ·	3
> CCOc1ccc2c(C)c(C(=O)O)oc2c1OCC
    108	7
> COc1ccc(NC2=C(Cl)C(=O)N(c3ccc(Br)cc3)C2=O)c(OC)c1
    ·	-3
> Cc1ccc(CNC(=O)Nc2ccccc2)cc1
    95	4
> CN1C(N)=NC(=O)C12COC(c1cccnc1)OC2 (stereo unspecified)
    ·	10
> CCc1ccc(S(=O)(=O)NCc2csc(-c3cccnc3)n2)s1
    90	-3
> CCOc1ccc(-n2c(=O)c3c4c(sc3n(CC(=O)NCc3ccco3)c2=O)CCC4)cc1
    62	3
> O=C1NN(c2ccccc2)C(=O)/C1=C/c1cccc(OCc2ccccc2F)c1
    ·	-2
> COC(=O)c1c(NC(=O)CCN2CCOCC2)sc2c1CCCC2
    97	7
> CCOC(=O)C1=C(C)OC(N)=C(C#N)C1c1cc2ccccc2nc1N1CCCCC1 (stereo unspecified)
    150	7
> Cc1cc(C(=O)OCC(=O)c2c(N)n(C)c(=O)n(C)c2=O)c(C)o1
    111	13
> CCN(CC)S(=O)(=O)c1ccc(-c2nnc(SCC(=O)Nc3nc(C)cs3)o2)cc1
    95	-3
> CC(=O)NS(=O)(=O)c1ccc(NC(=O)Cc2ccccc2)cc1
    ·	7
> COc1cc2c(cc1OC)-c1cc(NC3CCCCCCC3)nc(=O)n1CC2
    ·	0
> CCOC(=O)C1=C(c2ccccc2)Nc2ncnn2C1c1cccc(OC)c1OC (stereo unspecified)
    96	12
> CCCN1CCN(C(=O)CN2C(=O)CC(C)(C)S(=O)(=O)c3ccccc32)CC1
    91	-4
> COC(=O)c1c(C)oc2cc(Br)c(OCC(N)=O)cc12
    ·	-10
> CS(=O)(=O)N(CC(=O)Nc1cccnc1)c1ccc2c(c1)OCO2
    94	0
> O=C(Nc1ccc(Cl)cn1)c1ccc(Br)cc1
    120	·
> CCc1ccc(N2CC(C(=O)NCc3ccc4c(c3)OCO4)CC2=O)cc1 (stereo unspecified)
    104	-8
> C=CCN1C(=O)/C(=C\c2ccc(OCc3ccccc3)c(OCC)c2)SC1=S
    ·	2
> O=C(COc1ccc(Br)cc1)Nc1ccccc1Cl
    137	-3
> Cc1cc(C)c(OCC(=O)Nc2ccc(I)cc2)c(C)c1
    ·	8
> CC(=NCCCNC1CCCCC1)C1=C(O)CC(C)(C)CC1=O
    98	8

Hits appear at their usual frequency; any-hit rate near 0.79%.
